SENP8 block – SENP8 protease inhibitors, primary screen, biochemical, luminescence; inhibition, % at 10 µM; actives 1.2% (n = 330,000); AID 2540, 2010; purified SENP8, Z-RLRGG-aminoluciferin cleavage; Sentrin-specific protease 8 (Homo sapiens), Q96LD8
Target sequence (Q96LD8 whole entry, looked up): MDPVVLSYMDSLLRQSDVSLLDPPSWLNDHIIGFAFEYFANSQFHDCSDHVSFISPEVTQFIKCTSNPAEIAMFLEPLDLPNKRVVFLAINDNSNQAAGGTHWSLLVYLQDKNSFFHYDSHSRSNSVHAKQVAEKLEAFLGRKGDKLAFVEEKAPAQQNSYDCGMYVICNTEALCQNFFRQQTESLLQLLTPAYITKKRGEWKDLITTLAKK
697 NFkB inh – inhibitors of PMA/ionomycin-induced NF-kB reporter, 697 cells, primary screen, B-cell NF-kB inhibitor project, cell-based, luminescence, uHTS. 697 B-cell NF-kB luciferase reporter, 16 h. inhibition, % at 4 µM. actives 0.33% (n = 330,000); in the data active means inhibition above about 35%
HKDC1 inhibitor – HKDC1 hexokinase inhibitors, primary screen, biochemical, fluorescence, uHTS; Q2TB90; recombinant HKDC1, G6PDH/diaphorase resazurin coupled fluorescence; inhibition, % at 20 µM; actives 0.16% (n = 340,000); AID 493160, 2011;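 active means inhibition above about 35% when tested at 20 µM, limit read from the data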;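 further: plate controls were DMSO wells with enzyme for no effect and DMSO wells lacking enzyme for full effect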
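Test system: recombinant HKDC1 (HK5) hexokinase enzyme, produced in-house / Doses: 20 µM test compound, 1% DMSO / Timing: 90 min, room temperature / Detection: G6PDH/diaphorase-coupled fluorescence, 1 mM NADP, 100 µM resazurin, 525/613 nm / Control set: DMSO wells with and without enzyme mix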
UBC13 polyUb – UBC13 polyubiquitin chain formation inhibitors, primary screen, biochemical, TR-FRET, uHTS; AID 485273, 2010; inhibition, % at 20 µM; Ubiquitin-conjugating enzyme E2 N (Homo sapiens), P61088; actives 0.47% (n = 330,000); in the data active means inhibition above about 45%, passing the limit was not always enough
Target sequence (P61088 whole entry, looked up): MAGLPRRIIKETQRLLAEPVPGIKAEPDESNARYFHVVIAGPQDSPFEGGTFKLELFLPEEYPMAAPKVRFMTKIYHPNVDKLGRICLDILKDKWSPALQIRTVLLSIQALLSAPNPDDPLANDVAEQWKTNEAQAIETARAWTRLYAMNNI
Jurkat NFkB inh – inhibitors of induced NF-kB luciferase reporter, primary screen, TCR NF-kB activation inhibitor project, cell-based, luminescence, uHTS. Jurkat, PMA/ionomycin-induced NF-kB luciferase reporter. inhibition, % at 4 µM. actives 0.53% (n = 330,000). AID 435003, 2010
Apaf1 inhib – inhibitors of human Apaf-1 apoptosome, primary screen, biochemical, DEVD-Rh110 fluorescence, uHTS | Apoptotic protease-activating factor 1 (Homo sapiens), O14727 | reconstituted apoptosome caspase-3 activity | actives 0.71% (n = 330,000) | inhibition, % at 20 µM | AID 489030, 2010; active means inhibition of at least 40% at 20 µM;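 further: plate controls were DMSO wells for no effect and DEVD-CHO caspase inhibitor wells for full effect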
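Material: biochemical Apaf-1 apoptosome reconstitution. Medium: Hepes buffer, pH 7.5. Also added: cytochrome c activation, bis-DEVD rhodamine 110 substrate. Timing: 30 min compound preincubation, 50 min activation, room temperature. Measured by: rhodamine 110 fluorescence at Ex 480/Em 540 nm.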
Gli-Sufu block – Gli-Sufu pathway antagonists, primary screen, luciferase luminescence, Sufu-KO-LIGHT cells, uHTS. inhibition, % at 5 µM. actives 0.74% (n = 340,000). Sufu-KO-LIGHT fibroblasts, Gli luciferase reporter luminescence;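 active means inhibition above about 55%, limit read from the data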;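 further: 0% = DMSO-treated cells and 100% = wells with medium but no cells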
SENP7 inh – SENP7 protease inhibitors, primary screen, biochemical, luminescence, uHTS; Sentrin-specific protease 7 (Homo sapiens), Q9BQF6; recombinant SENP7, Z-RLRGG-aminoluciferin luminescence, 40 min; inhibition, % at 5 µM; actives 1.5% (n = 330,000); AID 434973, 2010;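 active means inhibition above about 50% at the single test dose, limit read from the data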;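 further: plate controls were DMSO with enzyme for no effect and no enzyme buffer wells for full effect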
Target sequence (Q9BQF6 706-1050 limits assumed): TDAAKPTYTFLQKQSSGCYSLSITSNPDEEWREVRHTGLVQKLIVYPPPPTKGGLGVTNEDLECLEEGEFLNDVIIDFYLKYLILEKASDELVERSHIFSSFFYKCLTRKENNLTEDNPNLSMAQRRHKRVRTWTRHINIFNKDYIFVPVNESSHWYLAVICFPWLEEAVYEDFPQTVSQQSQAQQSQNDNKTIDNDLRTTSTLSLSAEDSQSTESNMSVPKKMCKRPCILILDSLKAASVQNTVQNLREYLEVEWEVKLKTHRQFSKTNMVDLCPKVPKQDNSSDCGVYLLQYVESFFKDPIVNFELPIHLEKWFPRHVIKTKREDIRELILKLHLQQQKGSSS
* hit, by the source's call; i = inactive; / = not tested or not shown. Unless noted, no stated cut-off is given here; in the data, active means inhibition above about 50%; inactive means the rest.

1: COc1cccc(C2=NOC(C(=O)NCc3cccs3)C2)c1 (centres undefined)
2: COc1ccc(CC(=O)N/N=C(\C)c2ccc(Br)s2)cc1
3: CCSc1oc(-c2ccco2)nc1S(=O)(=O)c1ccc(C)cc1
4: Cc1[nH]nc2c1C(c1ccoc1)C(C#N)=C(N)O2 (centres undefined)
5: CC[C@]12c3[nH]c4ccc(Cl)cc4c3CCN1C(=O)[C@@H](CC(=O)NCc1cccc(C(F)(F)F)c1)C[C@@H]2C(=O)N1CCN(C(=O)C2CC2)CC1
6: Cc1ccc(CNC(=O)CCS(=O)(=O)c2ccc(Br)s2)cc1
assay / entry	1	2	3	4	5	6
SENP8 block	-4	-8	-2	5	/	1
697 NFkB inh	-28	-7	13	8	4	7
HKDC1 inhibitor	-4	1	0	1	2	-3
UBC13 polyUb	2	-10	-2	-1	/	1
Jurkat NFkB inh	32	5	20	-1	/	3
Apaf1 inhib	10	-8	12	4	26	0
Gli-Sufu block	-2	0	6	-6	3	-22
SENP7 inh	4	11	-5	1	0	0

7: COc1cc(/C=N/OCC(=O)NC23CC4CC(CC(C4)C2)C3)ccc1OCc1ccccc1
8: COc1ccccc1NC(=O)CCCC(=O)OC(C)C(=O)c1ccccc1 (centres undefined)
9: S=c1[nH]nc(-c2ccco2)n1Cc1ccccc1
10: Cc1cccc(NC(=O)C(C)OC(=O)c2ccccc2NS(=O)(=O)c2cc(C)c(C)c([N+](=O)[O-])c2)c1 (centres undefined)
11: CC(=O)c1cccc(NC(=O)CN(C)S(=O)(=O)c2ccccc2)c1
12: CC1=C(C(=O)N2CCOCC2)C(c2ccc(-c3ccccc3)cc2)NC(=S)N1 (centres undefined)
assay / entry	7	8	9	10	11	12
SENP8 block	-10	4	4	0	4	-6
697 NFkB inh	-14	12	19	12	11	-2
HKDC1 inhibitor	8	-1	-4	4	-11	0
UBC13 polyUb	-17	6	2	1	6	16
Jurkat NFkB inh	-24	10	-7	10	3	5
Apaf1 inhib	23	4	-4	9	-1	-5
Gli-Sufu block	-21	9	3	7	-10	6
SENP7 inh	-1	-3	2	-3	2	-7

13: CCOC(=O)/C(C(N)=NC)=C(\O)c1ccccc1
14: O=C(C1CC1)N1CCc2cc(S(=O)(=O)NCCC3=CCCCC3)ccc21
15: Cc1ccc2c(c1)cc(C(=O)NCc1ccccc1)n2C
16: CCOC(=O)c1sc(NC(=O)Nc2ccccc2F)nc1C
17: COc1ccc2[nH]c(=O)c(CN(CC3CCCO3)C(=S)Nc3ccc(C)cc3)cc2c1 (centres undefined)
18: O=C(Cc1ccsc1)Nc1ccc(Cl)cc1Cl
assay / entry	13	14	15	16	17	18
SENP8 block	2	-7	-3	67*	3	4
697 NFkB inh	13	-16	i	-443	2	9
HKDC1 inhibitor	-3	3	-6	-5	16	-3
UBC13 polyUb	5	-8	-2	10	2	2
Jurkat NFkB inh	14	-3	-49	-140	-1	9
Apaf1 inhib	-3	20	1	3	18	8
Gli-Sufu block	2	2	5	51	19	-1
SENP7 inh	0	-11	-18	93*	0	-7

19: C[C@]12c3[nH]c4ccc(Cl)cc4c3CCN1C(=O)[C@@H](CC(=O)NCCc1ccccn1)C[C@@H]2C(=O)N1CCCCC1
20: COc1ccc(-c2ccccc2)cc1NC(=O)c1cccs1
21: CCCCNC(=O)/C(C#N)=C/c1ccc(C(=O)OC)cc1
22: S=C(Nc1ccc(Cl)cc1Cl)NC1CCN(Cc2ccccc2)CC1
23: CCc1ccc(C2(O)CC(C(F)(F)F)=NN2C(=O)Cc2ccc([N+](=O)[O-])cc2)cc1 (centres undefined)
24: CN1C(=O)/C(=C\c2ccc(N(C)C)cc2)OC1=S
assay / entry	19	20	21	22	23	24
SENP8 block	/	-3	5	-2	0	-11
697 NFkB inh	1	-16	-3	-10	-13	-52
HKDC1 inhibitor	-3	-3	-3	-1	4	-4
UBC13 polyUb	/	-1	1	12	8	-65
Jurkat NFkB inh	/	-7	12	-20	-7	-8
Apaf1 inhib	18	13	8	17	24	-9
Gli-Sufu block	-2	-2	5	11	1	-3
SENP7 inh	1	2	9	-8	-5	6

25: CC(=O)N1CCC(N(CCN2CCOCC2)C(=S)Nc2cccc(C)c2)CC1
26: Cc1ccc(C(=O)Nc2ncc(C)s2)o1
27: O=S(=O)(NCCOc1ccccc1)c1ccc2ccccc2c1
28: O=C(c1ccc(Cl)c(S(=O)(=O)N2CCOCC2)c1)N(Cc1nnc(-c2ccccc2Cl)o1)C1CC1
29: CNC(=S)N/N=C/c1cn(CCOc2cccc(OC)c2)c2ccccc12
30: CCN(CC)C(=O)CSc1nnc([C@H](Cc2c[nH]c3ccccc23)NC(=O)OC(C)(C)C)o1
assay / entry	25	26	27	28	29	30
SENP8 block	-7	35	5	10	-2	-2
697 NFkB inh	-1	-38	-4	2	40*	0
HKDC1 inhibitor	-13	-3	-7	-1	-4	-2
UBC13 polyUb	-5	-22	2	14	6	6
Jurkat NFkB inh	-4	-73	-6	1	-8	1
Apaf1 inhib	3	-2	0	32	-6	5
Gli-Sufu block	1	11	3	16	10	4
SENP7 inh	0	67*	-8	0	-4	3

31: Cc1ccc(C(=O)c2nccn2C)cc1C
32: O=C(NCc1cccs1)c1nn2cccnc2c1Cl
33: C=CCn1c(P(=O)(O)c2ccccc2)nc2ccccc21
34: OCCSc1nc(-c2cccnc2)nc2ccccc12
35: Brc1ccc(OCc2nnc3n2CCC3)cc1
36: CCc1ccc(-c2cc3c(=O)n(CC(=O)N4CCCCCC4)nc(C)n3n2)cc1
assay / entry	31	32	33	34	35	36
SENP8 block	-12	-3	10	13	4	-4
697 NFkB inh	-24	6	32	7	9	2
HKDC1 inhibitor	-1	-8	-2	3	-5	-3
UBC13 polyUb	-2	16	5	4	8	5
Jurkat NFkB inh	-11	-17	-5	5	-13	4
Apaf1 inhib	9	-5	3	6	-13	12
Gli-Sufu block	-36	6	3	-11	-11	6
SENP7 inh	-14	-1	4	-8	-6	0

37: CCOc1ccc(Nc2nc3ccccc3n3cnnc23)cc1
38: Cc1ccc(S(=O)(=O)n2cnc3cc([N+](=O)[O-])ccc32)c(C)c1C
39: Cc1ccccc1OCC(=O)Nc1ccc(C(N)=O)cc1
40: Cc1ccc(S(=O)(=O)Oc2ccccc2N2C(=O)C3CC=CCC3C2=O)cc1 (centres undefined)
41: COc1cc(-c2nc(-c3ccccn3)no2)cc(OC)c1OC
42: CCOc1ccc(N2CC(C(=O)N3CCCCCC3)CC2=O)cc1 (centres undefined)
assay / entry	37	38	39	40	41	42
SENP8 block	-10	4	3	2	-8	-2
697 NFkB inh	2	5	-2	-20	-32	2
HKDC1 inhibitor	-4	-5	-6	-7	-11	-4
UBC13 polyUb	-7	2	1	-23	-4	5
Jurkat NFkB inh	7	4	-1	3	-47	-2
Apaf1 inhib	12	-18	-1	16	-2	3
Gli-Sufu block	-5	-2	2	1	-36	-14
SENP7 inh	-13	5	0	-5	-7	5

Shown with two lines to a compound: part of the list above
Values run as follows: SENP8 block | 697 NFkB inh | HKDC1 inhibitor | UBC13 polyUb | Jurkat NFkB inh | Apaf1 inhib | Gli-Sufu block | SENP7 inh
#41 COc1cc(-c2nc(-c3ccccn3)no2)cc(OC)c1OC
 : -8 | -32 | -11 | -4 | -47 | -2 | -36 | -7
#37 CCOc1ccc(Nc2nc3ccccc3n3cnnc23)cc1
 : -10 | 2 | -4 | -7 | 7 | 12 | -5 | -13
#39 Cc1ccccc1OCC(=O)Nc1ccc(C(N)=O)cc1
 : 3 | -2 | -6 | 1 | -1 | -1 | 2 | 0
#42 CCOc1ccc(N2CC(C(=O)N3CCCCCC3)CC2=O)cc1 (centres undefined)
 : -2 | 2 | -4 | 5 | -2 | 3 | -14 | 5
#40 Cc1ccc(S(=O)(=O)Oc2ccccc2N2C(=O)C3CC=CCC3C2=O)cc1 (centres undefined)
 : 2 | -20 | -7 | -23 | 3 | 16 | 1 | -5
#38 Cc1ccc(S(=O)(=O)n2cnc3cc([N+](=O)[O-])ccc32)c(C)c1C
 : 4 | 5 | -5 | 2 | 4 | -18 | -2 | 5

New compounds follow
43: CN(C)CCCNC(=O)c1ccc(/C=N/O)nc1
44: Brc1cc2c(cc1C1Nc3ccccc3C3C=CCC31)OCO2 (centres undefined)
45: COc1ccc(C2CC(c3cccs3)=NN2C(=O)COC(=O)c2cc3ccccc3cc2O)cc1OC (centres undefined)
46: Cc1ccc(S(=O)(=O)N2CCCCC2)cc1C(=O)OC1CCCCC1=O (centres undefined)
47: O=C(OCc1cc(=O)n2ccsc2n1)c1ccccc1NCCO
48: c1ccc2[nH]c(SCc3cscn3)nc2c1
assay / entry	43	44	45	46	47	48
SENP8 block	4	-7	-4	5	7	-10
697 NFkB inh	14	3	-7	12	-20	-29
HKDC1 inhibitor	-7	-4	3	5	3	-1
UBC13 polyUb	3	-12	-3	-3	-3	1
Jurkat NFkB inh	5	8	12	1	3	-25
Apaf1 inhib	3	6	-3	12	-3	4
Gli-Sufu block	-1	-6	-5	-7	-12	-50
SENP7 inh	-1	-7	-3	6	3	9

49: CCN1/C(=C2/SC(=S)N(NC(C)=O)C2=O)Sc2ccc(Cl)cc21
50: O=C(/C=C/c1ccco1)N1CCN(c2ccc(F)cc2)CC1
51: Nc1nc(-c2cccs2)cs1
52: CC(C)(C)n1cnc2cc(NCc3ccc(Br)cc3)ccc21
53: O=C(c1cccs1)N1CCCN(c2ncnc3scc(-c4ccccc4)c23)CC1
54: COc1ccc(-c2nn3c(C4CCCCC4)nnc3s2)cc1OC
assay / entry	49	50	51	52	53	54
SENP8 block	1	-2	-8	-10	-2	-6
697 NFkB inh	1	-35	3	-110	-20	6
HKDC1 inhibitor	-1	-2	1	4	-4	6
UBC13 polyUb	-31	-12	8	17	1	-17
Jurkat NFkB inh	-12	-2	-21	-86	15	0
Apaf1 inhib	10	1	-7	19	11	18
Gli-Sufu block	5	4	-19	-103	-3	4
SENP7 inh	11	-9	13	-7	1	-7

SENP7 inh: entries above that show a hit
#	mol	697 NFkB inh	HKDC1 inhibitor	UBC13 polyUb	Jurkat NFkB inh	SENP7 inh
16	CCOC(=O)c1sc(NC(=O)Nc2ccccc2F)nc1C	-443	-5	10	-140	93*
26	Cc1ccc(C(=O)Nc2ncc(C)s2)o1	-38	-3	-22	-73	67*

Following part
55: CCC1(CC)NC(=O)N(CC(=O)N2CCN(c3ccccc3F)CC2)C1=O
56: NC1=NC(=O)/C(=C/c2ccc(-c3ccc(S(N)(=O)=O)cc3)o2)S1
57: CC(C)(C)c1cc(C(=O)NCc2cc(F)cc3c2OCOC3)n(Cc2ccccc2)n1
58: COc1ccc(Cl)cc1NS(=O)(=O)c1cc(Cl)ccc1OC
59: Cc1ccc(-n2nc3c(c2NC(=O)c2ccc4c(c2)OCO4)CS(=O)(=O)C3)c(C)c1
60: CCC1Oc2ccc(C)cc2N(CC(=O)NCCCN2CCCCC2CC)C1=O (centres undefined)
61: Oc1c(CN2CCOCC2)cc(-c2ccccc2)cc1CN1CCOCC1
62: CCOc1ccc(C(=O)Nc2ccc3c(c2)OCCO3)cc1[N+](=O)[O-]
assay / entry	55	56	57	58	59	60	61	62
SENP8 block	-1	-2	-5	-1	6	-9	-5	2
697 NFkB inh	4	13	-50	11	-32	11	-3	10
HKDC1 inhibitor	-2	3	5	4	0	-5	-6	-8
UBC13 polyUb	2	-1	0	2	-6	15	-5	-1
Jurkat NFkB inh	8	10	-36	5	0	7	-18	-11
Apaf1 inhib	-1	-6	-3	3	19	-14	8	8
Gli-Sufu block	6	3	-28	6	31	2	1	0
SENP7 inh	2	2	-4	11	6	3	-4	3
